# E-sel TNF inh – TNF alpha driven E-selectin expression inhibition. inhibition, % at 2 µM. HUVEC TNFa-induced E-selectin immunofluorescence, high content. hit rate 0.71% among 120,000. AID 1246;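 active = inhibition above the batch mean plus 3 SD, and confirmed as a hit on visual image review, cut at about 43% in these data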;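 also: 0% = TNF-stimulated DMSO wells and 100% = unstimulated control wells; not every result past the cut was called active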
# * = called active by the depositor.
# Preview, 4 compounds:
item | E-sel TNF inh | mol
1 | -24 | S=C(Nc1ccc(Cl)cc1)Nc1ccc2cn[nH]c2c1
2 | 30 | COCCCNC(=O)CC1C(=O)N(Cc2ccccc2)C(C)c2nc3ccccc3n21 (configuration not stated)
3 | 62* | CC(=O)N[C@@H](Cc1c[nH]c2ccccc12)C(=O)OCC(=O)Nc1ccc(Cl)c(S(=O)(=O)N(C)C)c1
4 | 9 | c1ccc(-c2csc(N3CCSCC3)n2)cc1

# Results, from the start:
item | E-sel TNF inh | mol
1 | -24 | S=C(Nc1ccc(Cl)cc1)Nc1ccc2cn[nH]c2c1
2 | 30 | COCCCNC(=O)CC1C(=O)N(Cc2ccccc2)C(C)c2nc3ccccc3n21 (configuration not stated)
3 | 62* | CC(=O)N[C@@H](Cc1c[nH]c2ccccc12)C(=O)OCC(=O)Nc1ccc(Cl)c(S(=O)(=O)N(C)C)c1
4 | 9 | c1ccc(-c2csc(N3CCSCC3)n2)cc1
5 | 11 | Nc1ccc2c(c1)Oc1ccccc1C=C2
6 | -12 | CCc1c(C)nc(SCC(=O)N2CCN(c3ccccc3)CC2)[nH]c1=O
7 | 19 | CCOC(=O)C1CCN(CC(=O)Nc2ccc(OC)c(Cl)c2)CC1
8 | 0 | O=C(O)COc1c(-c2ccco2)oc2ccccc2c1=O
9 | 0 | C/C(Cn1nnc([N+](=O)[O-])n1)=N\NC(=O)c1ccncc1
10 | -16 | O=C(N/N=C/c1cn(-c2ccccc2)nc1-c1cccnc1)c1cccnc1
11 | 2 | c1cc(Nc2cccc3nccnc23)c2nccnc2c1
12 | 32 | COc1ccc(C(=O)C2CCCN(C(=O)CCc3ccccn3)C2)c(C)c1 (configuration not stated)
13 | -34 | O=C(NNC1=C(C(=O)C(F)(F)F)CCC1)c1cccnc1
14 | 5 | O=C(Cc1ccc([N+](=O)[O-])cc1)Nc1ccc2c(c1)OCO2
15 | 29 | CCOC(=O)N1CCN(S(=O)(=O)c2ccc(C)c([N+](=O)[O-])c2)CC1
16 | -25 | Cc1ccc(OCC(=O)Nc2ccc(N3CCOCC3)cc2)c([N+](=O)[O-])n1
17 | -11 | CC[n+]1ccc(C)c2cc(SC(F)(F)F)ccc21
18 | -35 | Cc1cc(C)c(C)c(S(=O)(=O)N2CCNCC2)c1C
19 | -20 | CCN1CCN(C(=O)Cn2cnc3sc(C)c(S(=O)(=O)N4CCN(c5ncccn5)CC4)c3c2=O)CC1
20 | 16 | COC(=O)C(CC(C)C)NC(=O)/C=C/c1ccc(Cl)cc1 (configuration not stated)
21 | 14 | CC1(C)Cc2c(sc(NC(=O)c3ccc4ncsc4c3)c2C(N)=O)C(C)(C)N1
22 | -2 | Nc1nnc(SCC(=O)OCC(=O)Nc2ccccc2F)s1
23 | -37 | O=C(NCc1nnc(SCC(=O)N2CCCC2)o1)c1ccco1
24 | -19 | Cc1c2cnn(CC(=O)Nc3c(F)c(F)cc(F)c3F)c(=O)c2c(C)n1Cc1ccccc1F
25 | 3 | COc1ccc(Cc2n[nH]c(=S)n2C)cc1Br
26 | 9 | COc1ccc(OC)c(NC(=O)Cn2c(C)nc3ccccc3c2=O)c1
27 | -9 | CC1=C(C#N)C(c2cccnc2)C2=C(N1)c1ccccc1C2=O (configuration not stated)
28 | -15 | Cc1cc(C)n2ncc(C(=O)NC3CCCCC3)c2n1
29 | 10 | Cc1ccc(CONC(=O)c2ccc(OC(F)F)cc2)cc1
30 | -11 | Cc1cc(=O)oc2c1c(C)nn2-c1ccc(Cl)cc1
31 | -20 | CC[C@H](C)[C@H](NC(N)=O)C(=O)Nc1ccc(OC)c(Cl)c1
32 | 0 | COc1ccc(OC)c(C(=O)COC(=O)c2cccnc2Cl)c1
33 | 11 | CCOC(CCn1c(SCC(=O)Nc2cc(C)on2)nc2ccccc2c1=O)OCC
34 | 19 | O=C(NCc1ccc(-n2cccc2)cc1)c1cccc(F)c1
35 | -1 | CCOc1ccccc1-n1nnnc1SC(C)C(=O)OC (configuration not stated)
36 | 3 | CO/N=C(/C)CCS(=O)(=O)c1ccccc1
37 | -20 | Cc1ccc(S(=O)(=O)N(C)C)cc1NC(=S)NCCc1ccccn1
38 | -4 | CC(OC(=O)c1oc2ccccc2c1COc1ccccc1)C(N)=O (configuration not stated)
39 | 36 | CSCC(C)N1CCC(CO)(CCCc2ccccc2)CC1 (configuration not stated)
40 | 10 | CN(C)C(CNC(=O)Cc1ccc([N+](=O)[O-])cc1)c1ccccc1 (configuration not stated)
41 | -16 | O=C(Cn1nnc2ccccc2c1=O)N1CCOCC1
42 | -24 | Cc1cc(OC(=O)c2c(F)cc(F)cc2F)nc(C)n1
43 | 24 | COCCN(C(=O)CSc1nnc(C)n1Cc1ccccc1)c1c(N)n(Cc2ccccc2)c(=O)[nH]c1=O
44 | -19 | Cc1cnc(NC(=O)c2cncc(Br)c2)s1
45 | -51 | CC(C)=NNc1nc2c(c(=O)[nH]c(=O)n2C)n1CCc1ccccc1
46 | 11 | O=C(CN(c1ccccn1)S(=O)(=O)c1ccccc1)Nc1ccccc1
47 | 5 | COc1ccc(-c2csc3nc(-c4ccccc4)oc(=O)c23)cc1OC
48 | -13 | CCc1nnc(NC(=O)CN2C(=O)/C(=C/c3ccc(OC)c(OC)c3)SC2=S)s1
49 | 13 | Cc1cc(C(=O)CN2C(=O)CN(C)C2=O)c(C)n1-c1cccc(S(=O)(=O)N2CCOCC2)c1
50 | 0 | O=C(C[n+]1cccc(/C=N/O)c1)N1CCCc2ccccc21
51 | -53 | O=C(CCl)Nc1ccc(N2CCCCCC2)cc1
52 | -11 | O=C(O)CCCC(=O)N1CCC(C(O)(c2ccccc2)c2ccccc2)CC1
53 | 1 | CCC(C)N(C(=O)COC(=O)CNC(=O)c1ccccc1F)C1CCS(=O)(=O)C1 (configuration not stated)
54 | -15 | Cc1ccc(S(=O)(=O)N2CCCCC2)cc1NC(=O)CSc1nnc(N)s1
55 | 0 | O=C(NC1CCCCC1)c1ccc(CNc2nc(=S)[nH]c3ccccc23)cc1
56 | -7 | NNC(=O)c1ccc(N2CCc3ccccc32)c([N+](=O)[O-])c1
57 | 6 | CCC(=O)NC(=S)NNC(=O)c1ccccc1[N+](=O)[O-]
58 | -13 | O=C(C1CC12CCCC2)N1CCC(CO)(Cc2ccccc2Cl)CC1 (configuration not stated)
59 | -49 | O=C(Cc1ccc([N+](=O)[O-])cc1)NCc1ccncc1
60 | -27 | OCCN(Cc1ccccc1)CC(O)COc1ccc(-c2ccccc2)cc1 (configuration not stated)

# Some of these compounds in order of length of the SMILES, lowest first:
item | E-sel TNF inh | mol
51 | -53 | O=C(CCl)Nc1ccc(N2CCCCCC2)cc1
36 | 3 | CO/N=C(/C)CCS(=O)(=O)c1ccccc1
41 | -16 | O=C(Cn1nnc2ccccc2c1=O)N1CCOCC1
35 | -1 | CCOc1ccccc1-n1nnnc1SC(C)C(=O)OC (configuration not stated)
39 | 36 | CSCC(C)N1CCC(CO)(CCCc2ccccc2)CC1 (configuration not stated)
28 | -15 | Cc1cc(C)n2ncc(C(=O)NC3CCCCC3)c2n1
30 | -11 | Cc1cc(=O)oc2c1c(C)nn2-c1ccc(Cl)cc1
29 | 10 | Cc1ccc(CONC(=O)c2ccc(OC(F)F)cc2)cc1
34 | 19 | O=C(NCc1ccc(-n2cccc2)cc1)c1cccc(F)c1
32 | 0 | COc1ccc(OC)c(C(=O)COC(=O)c2cccnc2Cl)c1
50 | 0 | O=C(C[n+]1cccc(/C=N/O)c1)N1CCCc2ccccc21
57 | 6 | CCC(=O)NC(=S)NNC(=O)c1ccccc1[N+](=O)[O-]
58 | -13 | O=C(C1CC12CCCC2)N1CCC(CO)(Cc2ccccc2Cl)CC1 (configuration not stated)
37 | -20 | Cc1ccc(S(=O)(=O)N(C)C)cc1NC(=S)NCCc1ccccn1
46 | 11 | O=C(CN(c1ccccn1)S(=O)(=O)c1ccccc1)Nc1ccccc1
56 | -7 | NNC(=O)c1ccc(N2CCc3ccccc32)c([N+](=O)[O-])c1
45 | -51 | CC(C)=NNc1nc2c(c(=O)[nH]c(=O)n2C)n1CCc1ccccc1
54 | -15 | Cc1ccc(S(=O)(=O)N2CCCCC2)cc1NC(=O)CSc1nnc(N)s1
55 | 0 | O=C(NC1CCCCC1)c1ccc(CNc2nc(=S)[nH]c3ccccc23)cc1
53 | 1 | CCC(C)N(C(=O)COC(=O)CNC(=O)c1ccccc1F)C1CCS(=O)(=O)C1 (configuration not stated)
48 | -13 | CCc1nnc(NC(=O)CN2C(=O)/C(=C/c3ccc(OC)c(OC)c3)SC2=S)s1
49 | 13 | Cc1cc(C(=O)CN2C(=O)CN(C)C2=O)c(C)n1-c1cccc(S(=O)(=O)N2CCOCC2)c1
43 | 24 | COCCN(C(=O)CSc1nnc(C)n1Cc1ccccc1)c1c(N)n(Cc2ccccc2)c(=O)[nH]c1=O

# Continuation.
item | E-sel TNF inh | mol
61 | -27 | COc1ccccc1N=CC=C1OC(C)(C)C(C)(C)O1
62 | -11 | CCN(CC(=O)Nc1c(F)cccc1F)C(=O)COc1ccc2c(C)cc(=O)oc2c1
63 | -14 | Cc1cccc(/C=N\NC(=O)c2ccccc2-n2cccc2)c1
64 | -94 | O=C(O)CN(C1CCCCC1)S(=O)(=O)c1ccc(F)cc1
65 | 7 | O=C(Nc1cccnc1Cl)c1cc([N+](=O)[O-])ccc1Cl
66 | -16 | O=C(CN1C(=O)/C(=C/c2c(F)cccc2Cl)Oc2ccccc21)NCc1ccco1
67 | -13 | CC(NC(=O)C1CCCN1C(=O)OCc1ccccc1)c1ccccc1 (configuration not stated)
68 | 23 | O=C(CC12CC3CC(CC(C3)C1)C2)NCc1ccco1
69 | 19 | O=C(Nc1ccccc1F)C(=O)c1cn(CC(=O)N2CCCCC2)c2ccccc12
70 | -14 | CN(CC(=O)N1CCN(c2ccc(F)cc2)CC1)S(=O)(=O)c1ccc2c(c1)c(=O)n(C)c(=O)n2C
71 | -6 | COC(CNC(=O)CNC(=S)N(Cc1ccccc1)Cc1cccs1)OC
72 | -27 | O=C(c1cccc([N+](=O)[O-])c1)c1ccc2c(c1)C(=O)NC2=O
73 | -15 | Cc1ccnc(SCC(=O)c2ccc(Br)s2)n1
74 | 23 | Cc1ccc(S(=O)(=O)Oc2ccc(/C=C(/NC(=O)c3ccccc3)C(=O)O)cc2)cc1
75 | -54 | Cc1ccc(SCC(=O)c2c(C)nc3cc(C)ccn23)cc1
76 | -17 | CCC(=O)Nc1ccc(NC(=O)CSc2nnnn2-c2ccc3c(c2)OCCO3)cc1
77 | -19 | CCc1ccc(S(=O)(=O)NCCc2cn3cccc(C)c3n2)s1
78 | 30 | Cc1ccc(O)c(CNc2cccc3cccnc23)c1
79 | 8 | COc1ccc(NC(=S)NCC(c2ccco2)N2CCCC2)cc1 (configuration not stated)
80 | 13 | COC(=O)c1ccc(NC(=O)CCS(=O)(=O)c2ccc(Br)cc2)cc1
81 | -80 | Cn1cccc1C(=O)OCC(=O)Nc1ccc2c(c1)OCO2
82 | 23 | Cc1ccc(Nc2nc(Cl)c(C=O)s2)cc1Cl
83 | -10 | CC1(C)CC(N2CCCCC2)=CC(=[N+]2CCCCC2)C1
84 | -8 | CN(C)/C=C(\C=O)c1onc(-c2ccccc2Cl)c1C#N
85 | 10 | CC(OC(=O)CCc1nc2ccccc2c(=O)[nH]1)C(=O)Nc1ncc(Cl)cc1Cl (configuration not stated)
86 | 6 | O=C(Nc1ccc(N2CCN(C(=O)c3cccs3)CC2)cc1)c1cccnc1
87 | -7 | CCOC(=O)C1=C(c2ccccc2)OC(N)=C(C#N)C1c1ccncc1 (configuration not stated)
88 | -40 | Cc1ccc(C(=O)Cn2nc(C)c([N+](=O)[O-])c2C)c(C)c1
89 | -21 | Cc1ccc(CSC2=Nc3ccccc3C3=NC(=O)CN23)cc1
90 | 3 | CNC(=S)N(Cc1ccc(OC)cc1)Cc1cc2cccc(C)c2[nH]c1=O
91 | 1 | Cc1cc(N2CCOCC2)nc2ccc(NC(=S)N3CCN(Cc4ccccc4)CC3)cc12
92 | -20 | COc1ccc(-c2ccc(SCc3cccnc3)nn2)cc1OC
93 | 5 | O=C1CC(/C=C/c2ccncc2)=Nc2ccccc2N1
94 | -19 | COc1ccc(-c2nnn(CC(=O)N(CCCO)C(C(=O)NC3CCCC3)c3ccncc3)n2)cc1 (configuration not stated)
95 | -26 | CCN(CC)CCN(CC(=O)N(C1CCCCC1)C1CCCCC1)C(=O)c1cccnc1
96 | 9 | O=[N+]([O-])c1cc(CN2CCN(c3cccc(C(F)(F)F)c3)CC2)c2cccnc2c1O
97 | -1 | Cc1cc(C)c(S(=O)(=O)N2CCCOC2CNC(=O)C(=O)NCc2cccnc2)c(C)c1 (configuration not stated)
98 | 50 | COc1cccc(C(=O)OCC(=O)NC(=O)NC2CCCC2)c1O
99 | -14 | CCn1c(COc2ccccc2)nnc1SCC(=O)NCc1ccco1
100 | 5 | C/C(=N\NC(=O)COc1ccccc1-c1ccccc1)c1ccccn1
101 | 17 | CCc1ccc(NC(=S)NCC2CCCN2CC)cc1 (configuration not stated)
102 | 4 | CC(NC(=O)CC1SC(N)=NC1=O)c1ccccc1 (configuration not stated)
103 | 8 | Cc1nn(-c2ccccc2)c(C)c1CN
104 | -4 | C/C(=N/NC(=O)CNC(=O)c1ccccc1)c1ccc(C)cc1
105 | -9 | O=C(Cc1ccccc1)NC(c1ccco1)c1c(O)ccc2ccccc12 (configuration not stated)
106 | -31 | COc1ccc(-c2csc(Nc3ccccc3)[n+]2Cc2ccccc2)cc1
107 | -6 | COc1cc2ccnc(Cc3cccc(OC)c3OC)c2cc1OC
108 | -13 | Cc1ccc(OCCOCCN2CCCCC2)c([N+](=O)[O-])c1

# Screening data (PubChem)

# Some of the compounds tested. The share of hits here may be higher or lower than overall.
